# High-throughput results from PubChem.
# KKLEB cytotox – counter-screen for CF NF-kB inhibitors: cytotoxicity; activity change (cytotoxicity), % at 5 µM; actives 0.36% (n = 360,000); KKLEB CF airway cells viability, ATPlite luminescence, overnight; stronger effect = lower value; cells stimulated with P. aeruginosa culture filtrate;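 active means corrected activity change at or below -50% at 5 µM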
# Shn3 inh set2 – reduces Shn3 3'UTR luciferase signal in osteoblasts; Clone20 osteoblast Shn3 3'UTR firefly luciferase, 24 h; inhibition, % at 12.5 µM; actives 0.52% (n = 360,000);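 active means mean inhibition of at least 75% with every replicate also reaching 75%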;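 further: 0% = median of neutral control wells and 100% = pilot-screen positive control compound; some compounds past the cut are filed as inactive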
# NR2E3 ag-1 – activates human photoreceptor nuclear receptor NR2E3 | inhibition of corepressor binding, % at 4.78 µM | AID 2300 | GST-NR2E3/biotin-RetCOR TR-FRET, 1536-well | actives 0.12% (n = 320,000) | Q9Y5X4;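 active means percent inhibition above the cutoff of mean plus 3 SD of all tested compounds, set per screening campaign, cut at about 20% in these data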;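 further: 0% = DMSO wells and 100% = biotin wells as full block of FRET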
# Target sequence (Q9Y5X4 whole entry, looked up): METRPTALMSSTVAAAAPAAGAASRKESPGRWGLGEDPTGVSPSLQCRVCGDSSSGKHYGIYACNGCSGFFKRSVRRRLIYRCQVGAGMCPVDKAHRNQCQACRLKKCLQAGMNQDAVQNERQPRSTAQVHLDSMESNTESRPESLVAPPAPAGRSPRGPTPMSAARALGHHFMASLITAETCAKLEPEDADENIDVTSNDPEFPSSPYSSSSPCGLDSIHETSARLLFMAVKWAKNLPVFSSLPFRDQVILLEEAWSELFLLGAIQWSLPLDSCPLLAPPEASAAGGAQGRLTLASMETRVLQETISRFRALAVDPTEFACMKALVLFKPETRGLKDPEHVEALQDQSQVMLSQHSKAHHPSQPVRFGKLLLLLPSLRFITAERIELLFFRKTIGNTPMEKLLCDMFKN
#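 Material – GST-tagged NR2E3 plus biotinylated RetCOR corepressor · Quantity – NR2E3 fusion 1.35 nM · Times – 5 h incubation at 4 °C · Medium – pH 7.5 Tris-based buffer · Technique – TR-FRET, Eu(K)-anti-GST donor, streptavidin-D2 acceptor, ex 340, em 617/671 nm · Benchmarks – high control biotin, low control 0.6% DMSO · Format – 1536-well plates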
# CF NFkB block – cystic fibrosis NF-kB activation inhibition. KKLEB NF-kB-GFP reporter, PAF-induced, GFP fluorescence overnight. inhibition, % at 5 µM. actives 0.86% (n = 360,000). AID 588850;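 active means at least 50% inhibition at 5 µM, scaled per plate between neutral and stimulator controls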;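 further: PAF is a Pseudomonas aeruginosa culture filtrate used as stimulus; plate controls were PAF-stimulated DMSO wells for no effect and unstimulated DMSO wells for full effect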
# aDG glyco act – alpha-DG glycosylation activation | Pro5-aDG cells, alpha-DG glycosylation AlphaScreen (IIH6); 0% Pro5, 100% B10-LARGE cell signal | activation, % at 10 µM | actives 0.22% (n = 360,000) | AID 624168;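 active means activation of at least 8% versus controls, or a plate z-score of at least 8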;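 further: Pro5 are CHO cells carrying HIG-tagged alpha-DG that lacks glycosylation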
# TWEAK Fn14 block – TWEAK-Fn14 signaling inhibition; TWEAK-stimulated Fn14 reporter cells, luciferase luminescence, 8 h; inhibition, % at 10 µM; actives 2% (n = 360,000); in the data active means inhibition above about 50%
# HIF-2a block – blocks HIF-2a reporter activity | 786-0 RCC cells HIF-2a reporter, luciferase luminescence, overnight | inhibition, % at 18.8 µM | actives 0.72% (n = 360,000);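 active means inhibition of the luminescence signal of 40% or more relative to plate controls, in a single-dose primary screen at 18.75 µM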
# Peg3 promoter – inhibitors of Peg3 promoter; inhibition, % at 20 µM; HeLa PEG-Prom luciferase reporter, luminescence, overnight; actives 1.7% (n = 360,000);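 active means inhibition of at least 50% at 20 µM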
# MITF TRPM1 inh – MITF TRPM1 promoter inhibition in SK-MEL-5 cells. SK-MEL-5 TRPM1 promoter luciferase, 24 h. inhibition, % at 12.5 µM. actives 0.83% (n = 330,000). AID 488899;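 active means mean inhibition across replicates of 60% or more, whatever share of single replicates reaches that level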; further: values of inactives mirror those of a sister screen read the other way
# hiPSC survival – enhancers of human iPSC single-cell survival; hiPSC single-cell survival, ATPlite luminescence; 100% = ROCK inhibitor wells, 0% = DMSO; actives 0.044% (n = 360,000); survival enhancement, % at 20 µM; AID 602274; in the data active means survival enhancement above about 18%;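 further: cells exposed to compounds for 16 hours before the ATP read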
# NR2E3 ag-2 – activates human NR2E3 receptor | Q9Y5X4 | inhibition of corepressor binding, % at 3.98 µM | CHO-S Gal4-NCOR/VP16-NR2E3 two-hybrid, luciferase | actives 0.35% (n = 360,000) | AID 602229;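 active means inhibition above the mean of all tested compounds plus 3 SD, cut at about 70% in these data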;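 further: 0% = DMSO with NR2E3 transfected cells and 100% = cells lacking NR2E3 construct; higher means lower luciferase signal from less NR2E3 corepressor binding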
# Active calls of the source: *; . = not tested or not shown; & = joins results of further samples.
# The first 10 entries, ahead of the listing:
SMILES,KKLEB cytotox,Shn3 inh set2,NR2E3 ag-1,CF NFkB block,aDG glyco act,TWEAK Fn14 block,HIF-2a block,Peg3 promoter,MITF TRPM1 inh,hiPSC survival,NR2E3 ag-2
COC(=O)C1=C(C)N(C)C(=O)NC1c1cc2c(cc1[N+](=O)[O-])OCO2 (stereo not drawn),13,-24,1,5,0.0,-4,2,-11,-5,-0.1,16
CN(CC(=O)Nc1nccs1)S(=O)(=O)c1ccc(F)cc1,3,5,-3,-14,0.0,-15,13,24,6,-1.8,-28
O=C(NC(Cc1c[nH]c2ccccc12)c1nnc2n1CCCCC2)c1ccccc1Cl (stereo not drawn),2,-16,3,15,1.0,-4,7,-5,13,-2.0,-13
CCOc1ccc(C(=O)C[n+]2ccc(C(=O)NCCO)cc2)cc1,2,1,-2,0,0.0,13,8,0,13,-0.4,-15
Cc1ccccc1OCCC(=O)OCC(=O)Nc1ccc(C(N)=O)cc1,-15,13,-1,7,0.0,12,14,4,11,1.5,1
O=C1Nc2ccccc2C1C(C[N+](=O)[O-])c1ccccn1 (stereo not drawn),-3,-2,-1,-18,0.0,4,15,-7,14,-0.3,-27
CCS(=O)(=O)Nc1ccc(C(=O)CC2(O)C(=O)Nc3ccc(Br)cc32)cc1 (stereo not drawn),5,-2,2,-9,1.5,2,4,2,4,5.4,6
CCOC(=O)N1CCN(Cc2nc3ccc([N+](=O)[O-])cc3c(=O)n2-c2ccccc2F)CC1,-15,55,0,17,0.0,4,14,37,12,-0.7,-13
CCOC(=O)c1cccnc1SCC(=O)N(C)c1ccccc1,-14,1,0,14,0.3,0,-6,11,9,1.4,7
Cc1nnc(SCc2cccc([N+](=O)[O-])c2)s1,-3,-2,6,6,0.4,-16,-65,-52,-24,0.6,-26

# Results, repeating the preview:
SMILES,KKLEB cytotox,Shn3 inh set2,NR2E3 ag-1,CF NFkB block,aDG glyco act,TWEAK Fn14 block,HIF-2a block,Peg3 promoter,MITF TRPM1 inh,hiPSC survival,NR2E3 ag-2
COC(=O)C1=C(C)N(C)C(=O)NC1c1cc2c(cc1[N+](=O)[O-])OCO2 (stereo not drawn),13,-24,1,5,0.0,-4,2,-11,-5,-0.1,16
CN(CC(=O)Nc1nccs1)S(=O)(=O)c1ccc(F)cc1,3,5,-3,-14,0.0,-15,13,24,6,-1.8,-28
O=C(NC(Cc1c[nH]c2ccccc12)c1nnc2n1CCCCC2)c1ccccc1Cl (stereo not drawn),2,-16,3,15,1.0,-4,7,-5,13,-2.0,-13
CCOc1ccc(C(=O)C[n+]2ccc(C(=O)NCCO)cc2)cc1,2,1,-2,0,0.0,13,8,0,13,-0.4,-15
Cc1ccccc1OCCC(=O)OCC(=O)Nc1ccc(C(N)=O)cc1,-15,13,-1,7,0.0,12,14,4,11,1.5,1
O=C1Nc2ccccc2C1C(C[N+](=O)[O-])c1ccccn1 (stereo not drawn),-3,-2,-1,-18,0.0,4,15,-7,14,-0.3,-27
CCS(=O)(=O)Nc1ccc(C(=O)CC2(O)C(=O)Nc3ccc(Br)cc32)cc1 (stereo not drawn),5,-2,2,-9,1.5,2,4,2,4,5.4,6
CCOC(=O)N1CCN(Cc2nc3ccc([N+](=O)[O-])cc3c(=O)n2-c2ccccc2F)CC1,-15,55,0,17,0.0,4,14,37,12,-0.7,-13
CCOC(=O)c1cccnc1SCC(=O)N(C)c1ccccc1,-14,1,0,14,0.3,0,-6,11,9,1.4,7
Cc1nnc(SCc2cccc([N+](=O)[O-])c2)s1,-3,-2,6,6,0.4,-16,-65,-52,-24,0.6,-26
CCOc1ccc(C(O)C(CN2CCOCC2)c2ccccc2)cc1 (stereo not drawn),6,9,1,-10,0.0,-4,6,0,2,-0.5,-3
O=C(NCc1ccccc1)c1ccc(NC(=O)C2CCC2)cc1,12,-7,.,-12,0.2,0,-24,-37,-8,6.4,-8
Cc1ccc(-n2c(Cc3cccn3C)nnc2SCC(N)=O)cc1,6,6,1,15,-0.2,-20,-4,4,-5,-0.9,-12
COc1ccc(CC(=O)Nc2ccc(N3CCN(c4ccc(OC)cc4)CC3)c(C#N)c2)cc1,-13,46,2,10,0.3,20,22,13,11,-4.2,-15
Cc1nnc(SCc2cc(=O)n3[nH]cnc3n2)s1,8,6,4,-8,0.0,0,14,14,5,1.2,-9
C/C(CC(=O)NCc1ccc(F)cc1)=N\NC(N)=S,-8,-11,-1,-22,0.1,-8,14,13,-7,2.9,2
COc1ccc(CCn2c(C)cc(C(=O)CSc3nnnn3C)c2C)cc1,-2,-2,2,-3,0.4,-14,-13,-3,1,-3.8,-12
O=C1c2ccccc2-c2nc3ccccc3n21,-1&-1,-22&1,0&1,-2&4,0.3&-0.1,3&-6,-38&-13,-15&0,9&8,0.4&4.7,-18&-25
COc1ccc(C(=O)O)cc1NC(=S)NC(=O)c1ccc(-c2ccc(Cl)cc2)o1,3,3,.,-6,-0.1,-5,4,-8,-6,1.0,-18
COc1ccc(-c2csc(/C(C#N)=C\c3ccc(O)c([N+](=O)[O-])c3)n2)cc1OC,-2,-8,4,79*,-0.1,60*,-51,50,4,0.4,-25
CC(C)Oc1ccc(C(=O)N(CN2CCCC2=O)c2ccc(F)cc2)cc1,7,-16,0,5,0.2,-16,-11,4,-2,-3.1,-14
O=C(/C=N/O)Nc1ccccc1C(=O)O,0,15,0,11,-0.2,-15,1,-56,13,0.6,-15
CCN1C(=S)N[C@@H](c2cccc(F)c2)C(C(=O)OC)=C1C,-1,-17,0,8,-0.2,8,8,4,4,0.6,4
COc1ccc(S(=O)(=O)N(C)Cc2ccc3c(c2)OCCO3)cc1,1,-16,3,8,0.1,2,-16,-7,-15,0.2,-13
Cc1cc2n(n1)C(c1cccs1)Nc1ccccc1-2 (stereo not drawn),-7,14,3,11,0.0,6,-5,-4,4,2.2,-10
CC(=O)N1CCc2cc(S(=O)(=O)N3CCOCC3)ccc21,13,-4,1,-12,-0.2,-8,25,8,8,4.9,6
Cc1ccccc1NC(=O)NCCc1c[nH]c2ccccc12,3,1,-2,-6,0.3,-13,-7,-7,-9,-0.8,0
Oc1ccccc1-c1nc2cnccn2c1Nc1ccc2c(c1)OCCO2,-5,0,2,3,-0.2,11,-7,3,-16,-0.5,-17
COc1ccc(CC(=O)NCCCSc2ccccc2)cc1OC,0,9,.,-3,0.7,5,11,13,-3,-0.4,15
Cc1ccc2[nH]c(C(=O)N3CCN(c4cccc(Cl)c4)CC3)cc2c1,-5,3,-4,25,-0.1,-4,-1,14,2,-0.8,-9
Cc1ccc(NC(=S)N(C)C(c2ccccc2)c2ccccc2)cc1C,-1,51,-1,-16,1.2,-17,23,32,8,-0.2,-9
CCc1ccccc1NC(=O)C1CCN(S(=O)(=O)c2ccc3c(c2)N(C(C)=O)CCO3)CC1,7,-13,0,6,-0.2,13,13,10,4,0.3,5
CC(OC(=O)C1=COCCO1)C(=O)Nc1cc(S(=O)(=O)N2CCCCC2)ccc1Cl (stereo not drawn),-2,1,2,17,-0.6,4,6,-5,10,-0.6,-10
COc1ccc([N+](=O)[O-])cc1NC(=O)c1ccc(N(Cc2ccccc2C)S(C)(=O)=O)cc1,-5,-1,-2,-6,0.3,4,10,19,-2,-0.4,12
OCC[C@H]1C[C@@H](O)[C@H](O)[C@]2(OCc3ccccc32)O1,18,-11,0,-5,0.1,9,17,6,-4,-0.8,2
Cc1ccc(C2C(C#N)=C(N)SC(N)=C2C#N)cc1,2,-5,.,6,-0.1,1,11,19,-7,-0.3,-3
CCOC(=O)c1ccccc1NC(=O)CSc1ccc(-c2cccnc2)nn1,-4,8,-1,12,0.7,13,21,23,8,-0.5,-29
O=C(c1cnsn1)N1CCN(c2ccccc2)CC1,3,5,2,6,0.1,-5,-1,8,-11,-3.0,10
Cc1ccc(-n2c(C)nc3c(cnn3-c3ccc(C)c(C)c3)c2=O)cc1C,-22,-17,4,16,0.1,-5,-194,-128,-38,0.0,-37
O=C(NCCCn1ccnc1)/C(=C\c1ccccc1F)NC(=O)c1ccccc1,-9,-3,0,13,-0.2,4,4,13,0,-0.6,-17
COC(=O)c1[nH]c2cc(C)ccc2c1NC(=O)CN1CCc2cc(OC)c(OC)cc2C1,-6,38,-1,9,0.7,-1,12,15,6,2.4,4
NC(=O)C1CCN(C(=O)CCn2c(=O)oc3ccccc32)CC1,14,-2,1,-30,0.0,-8,-10,-4,9,0.0,4
COc1ccc(-c2nc(CN3CCC(C(=O)N4CCOCC4)CC3)c(C)o2)cc1OC,-14,-8,-2,16,-0.2,8,11,6,-2,-0.2,11
Cc1ccc(CNC(=O)OC2CC3CC2[C@H]2CCCCN2C3=O)cc1 (stereo partly drawn),.,.,.,.,0.8,5,-6,.,.,-0.3,-7
O=C(Nc1cccc(S(=O)(=O)N2CCCC2)c1)c1cncc(Br)c1,0,17,.,14,0.2,13,5,24,-8,3.2,18
COc1cc2[nH]cc(C(=O)NCCc3ccccc3)c(=O)c2cc1OC,-3,2,-3,-8,-0.1,-12,-10,12,-4,0.0,-26
C[C@H](CO)N1C[C@H](C)[C@H](CN(C)S(=O)(=O)c2ccc3c(c2)OCCCO3)OCc2cnnn2CCCC1=O,0,-6,.,-26,0.7,0,-1,10,.,-0.1,23
COc1ccccc1NC(=S)NC(=O)C(C)C,-2,2,1,-10,0.3,9,-20,1,10,-0.1,-10
CCOC(=O)N1CCC(NC(=O)C2=CCN(S(=O)(=O)c3ccc(F)cc3)CC2)CC1,-8,11,-1,10,-0.1,11,15,3,-5,0.2,-20
CCC(=O)Nc1nnc(SCC(=O)NC2CCCC2)s1,2,1,-1,6,0.1,-13,12,10,-21,1.6,-2
CC(=O)Nc1cccc(NC(=O)c2cc(Cl)ccc2Cl)c1,6,5,3,5,-0.3,-21,-1,9,6,1.5,0
COc1ccccc1NC(=O)CCCc1nc(-c2ccc(OC)c(OC)c2)no1,-14,-6,5,20,0.2,-2,14,14,2,-0.3,-2
CN(C)S(=O)(=O)c1ccc2c(c1)C(=NO)c1cc(S(=O)(=O)N(C)C)ccc1-2,7,-10,0,-2,0.1,-13,32,20,6,0.3,6
